C2C12 statin: suppressors of statin myotoxicity in C2C12 myotubes, primary screen, cell-based, single point, plate reader. hit rate 0.78% among 330,000. C2C12 myotubes + simvastatin, ATP luminescence, 48 h; scaled: DMSO 0, geranylgeraniol control 100. rescue of ATP level, % at 7.49 µM;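 active means mean ATP rescue above about 67%, or every replicate alone reaching that limit, limit read from the data, passing the limit was not always enough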;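 further: myotubes were challenged with 10 µM simvastatin during compound exposure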
PGC1a acetyl inh: inhibitors of PGC1a acetylation signal, primary screen, cell-based, U2OS, AlphaScreen, inhibitor mode. AID 651687, 2012. hit rate 0.17% among 350,000. AlphaScreen anti-acetyl-lysine; with virally co-expressed GCN5 acetyltransferase. inhibition, % at 15.6 µM;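 active means every replicate shows inhibition of at least 40%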;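 further: 0% = neutral control wells and 100% = positive control wells; some results beyond the cut were filed as inactive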
Cneo AK release: Cryptococcus neoformans cell lysis inducers, primary screen, AK release luminescence, single concentration; C. neoformans lysis, adenylate kinase release luminescence, 4 h; normalised: neutral wells 0, clomiphene wells 100; lysis activity, % at 15 µM; hit rate 0.2% among 360,000;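 active means mean lysis activity across replicates of at least 80%, whatever share of replicates individually reach that level; inactive means mean lysis activity below 80%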
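Schedule: static 4 h at 37 °C with compound, 1 h detection; system: C. neoformans cells; benchmarks: Clomiphene as positive control; buffer or medium: fresh YPD medium; measure: luminescence rise reflecting yeast cell lysis; measured by: luminescent adenylate kinase detection reagent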
PglD DTNB: C. jejuni PglD acetyltransferase inhibitors, primary screen, biochemical, DTNB colorimetric, single point; purified PglD enzyme, DTNB colorimetric CoA detection; inhibition, % at 12.5 µM; UDP-N-acetylbacillosamine N-acetyltransferase PglD (Campylobacter jejuni); hit rate 0.098% among 360,000; in the data active means inhibition above about 16%, passing the limit was not always enough; further: strong numbers were not always called active
GSIS activator: GLuc luminescence reporter in INS-1E cells, primary screen for activators of glucose-dependent secretion of insulin; INS-1E GLuc reporter insulin secretion, 2-3 h; activation, % at 16.6 µM; hit rate 0.61% among 370,000; AID 743287, 2014;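 active means lowest replicate activation of at least 40%, so every replicate reaches that level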;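 further: 0% = median of neutral control wells and 100% = median of IBMX positive control wells; some compounds called inactive have numbers as strong as hits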
LGR2 inh: inhibitors of bursicon-induced LGR2 CRE-luciferase signal, primary screen, cell-based, HEK293, CRE-luciferase reporter, bursicon stimulation. inhibition, % at 9.99 µM. hit rate 0.35% among 380,000. Drosophila bursicon receptor LGR2 (rickets). bursicon-stimulated, 4 h;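 active means drop in luminescence signal, shown as inhibition above about 50% in the replicate tests, limit read from the data, passing the limit was not always enough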;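 further: agonist challenge used bursicon conditioned medium at about half maximal strength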
ARNT-TACC3 inh: disruptors of ARNT/TACC3 protein interaction, primary screen, biochemical, AlphaScreen, single concentration; Transforming acidic coiled-coil-containing protein 3 (Homo sapiens), Q9Y6A5; AlphaScreen His-ARNT PAS-B/GST-TACC3 binding, luminescence; TACC3 fragment carries E629A point mutation; inhibition, % at 9.99 µM; hit rate 0.66% among 390,000; AID 623870, 2012;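 active means mean inhibition of replicates at least 50% and at least half of replicates each reaching 50%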;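 further: 0% = complete ARNT plus TACC3 wells and 100% = ARNT alone without TACC3; many hits fall short of the cut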
PAX8 inh HTS: inhibitors of PAX8-driven TPO luciferase reporter, primary screen, RMG-I cells, single concentration; inhibition, % at 12.6 µM; SteadyGlo, 24 h; hit rate 1.2% among 360,000;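 active means mean replicate inhibition at least 60% with every replicate also reaching 60%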;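 further: luciferase light reporting Pax8 driven TPO promoter activity; plate controls were median of neutral control wells for no effect and mitoxantrone controls for full effect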
An asterisk follows results filed as active; . = not tested or not shown; & = joins results of further samples. This is a random part of the collection. Share with any hit: about 2.9%.

Molecule	C2C12 statin	PGC1a acetyl inh	Cneo AK release	PglD DTNB	GSIS activator	LGR2 inh	ARNT-TACC3 inh	PAX8 inh HTS
COc1ccc(NC(=O)Nc2cccc3c2O[C@H](CN(C)C(=O)Nc2ccc(C(F)(F)F)cc2)[C@@H](C)CN([C@H](C)CO)C3=O)cc1	-8	-11	-1	2	-21	11	-3	.
O=C(N/N=C\c1ccc([N+](=O)[O-])s1)c1cncc(Br)c1	.	.	1	8	9	.	30	86*
Cc1ccc(S(=O)(=O)N2CCN(C(=O)c3ccc(-n4cncn4)c([N+](=O)[O-])c3)CC2)c(C)c1	-13	-18	0	1	7	-4	.	22
CC(C)CCNC(=O)c1cn(CC(C)C)c(=O)c2c1c1ccccc1n2C	-5	0	0	1	-4	6	-5	1
CCc1ccc([C@@H]2CC=C(C(=O)O)[C@H](c3cccc(Cl)c3)N2S(=O)(=O)c2ccc(C)cc2)cc1	1	.	0	1	-52	16	-1	16
N#CCC(=O)N/N=C/c1coc2ccccc2c1=O	.	6	.	.	22	-1	1	-3
O=c1c2c(-c3cccs3)csc2ncn1-c1ccc(Br)cc1	.	-4	0	0	.	.	-3	.
C[C@@H]1CCCCO[C@H](CN(C)S(=O)(=O)c2ccc(F)cc2)[C@@H](C)CN([C@@H](C)CO)C(=O)c2cc(NS(C)(=O)=O)ccc2O1	10	7	-1	-2	6	-5	-3	-21
NNC(=O)c1cnn(-c2ccccc2)c1-n1cccc1	.	2	-2	5	36	21	-2	8
CO[C@H]1CN(C)C(=O)c2ccc(NS(=O)(=O)c3ccccc3)cc2OC[C@H](C)NC[C@H]1C	-9	-10	-1	0	3	3	-2	.
CCOC(=O)N1CCN(C(=O)c2ccc(N3CC4CC(C3)c3cccc(=O)n3C4)c(NC(=O)c3ccc(F)cc3)c2)CC1 (stereo unspecified)	0	-1	-2	0	-12	-1	-14	-24
COc1ccc(NC(=O)N(C)C[C@@H]2Oc3ncc(Br)cc3C(=O)N([C@@H](C)CO)C[C@@H]2C)cc1	2&-6	11&-2	3&6	-8&5	2&-1	-10&11	-5	-9
CCc1ccc(OC)c(-c2csc(N)n2)c1	.	-8	.	.	-3	-14	8	-1
Cc1ccc(S(=O)(=O)Nc2cccc3c2O[C@H](CN(C)C(=O)Nc2ccccc2)[C@@H](C)CN([C@@H](C)CO)C3=O)cc1	15	6	1	-1	6	20	-7	5
CCOc1cc(C2NC(=O)NC(O)(C(F)(F)F)C2C(=O)c2ccc(Cl)cc2)ccc1O (stereo unspecified)	29	4	0	-5	-6	7	-2	.
COc1ccc(NC(=O)Nc2ccc3c(c2)CC(=O)N([C@H](C)CO)C[C@H](C)[C@H](CN(C)Cc2ccc(Oc4ccccc4)cc2)O3)cc1	3	-8	-1	-1	-12	0	30	21
COc1ccc(NC(=O)CNS(=O)(=O)c2ccc3nc(C)sc3c2)c(OC)c1	9	-34	.	.	8	14	0	.
COc1ccc(/C=N/NC(=O)c2ccncc2)cc1CN1CCCc2ccccc21	-16	1	2	3	-7	-11	11	-9
CNC[C@H]1OCCCC[C@@H](C)Oc2ccc(NC(=O)Nc3ccc(C(F)(F)F)cc3)cc2C(=O)N([C@H](C)CO)C[C@H]1C	-64	2	.	.	0	.	.	27
CN1CCn2cnc(C(=O)N[C@@H](Cc3ccccc3)C(=O)OC(C)(C)C)c2C1=O	15	.	-3	-9	-11	-4	.	7
CC(C)C(=O)Nc1ccc(S(=O)(=O)Nc2ccccn2)cc1	.	5	.	.	-3	14	-5	1
COc1ccc(C2C(C(=O)N3CCN(c4ccccc4F)CC3)c3ccccc3C(=O)N2C)cc1 (stereo unspecified)	5	7	6	3	.	.	-8	.
COc1cc(C(=O)OCC(=O)N(CC(C)C)C2CCS(=O)(=O)C2)ccc1OCC(C)C (stereo unspecified)	-20	-5	2	-5	-1	-1	-2	-3
O=C(Nc1cccc(Cl)c1)N(Cc1nc2ccccc2c(=O)[nH]1)C1CCCC1	-4	1	-2	2	.	.	2	.
CC(=O)c1sc(NC(=O)CN2C(=O)CCC2=O)nc1C	14	-10	1	-6	4	-1	-1	.
Cc1ccccc1S(=O)(=O)N1CC[C@H]2[C@H](CO)Nc3ccc(-c4ccc(C#N)cc4)cc3[C@H]21	-10	9	-17	0	19	-12	-17	-24
Cc1cc(C)c(S(=O)(=O)N2CCCCC2CCNC(=O)C(=O)NCCN2CCOCC2)c(C)c1 (stereo unspecified)	-4	8	1	-1	-16	7	-9	33
CCC(C)(C)n1nnnc1C(c1ccc(O)c(OC)c1)N1CCc2ccccc2C1 (stereo unspecified)	-76	-2	-4	7	-20	-8	-25	.
Cc1ccccc1NC(=O)c1cccc(S(=O)(=O)Nc2cccc(C(=O)O)c2)c1	-4	.	1	-3	-2	12	-2	10
COc1ccc(OC)c(-c2cc(C(=O)N3CCOCC3)no2)c1	5	.	0	-2	2	-12	-3	-30
CC(NS(=O)(=O)c1ccc(Br)cc1)C(N)=O (stereo unspecified)	-3	-2	3	.	2	4	-17	.
O=C(CSCC(=O)OCC(=O)c1ccc(Br)cc1)Nc1ccc(Br)cc1	-3	-1	10	4	.	.	19	9
Cn1cccc1C(=O)N/N=C/c1c(Cl)cccc1Cl	7	0	-2	3	-17	-92	-8	-129
CC(=O)c1c(C)n(-c2ccccc2)c2ccc(OCC(N)=O)cc12	3	0	-13	-10	-6	-4	0	-5
COc1cccc(OC)c1C(=O)Nc1ccnn1C	9	-3	1	5	.	.	19	.
O=C(NCCN1CCN(c2ccccc2)CC1)C1(S(=O)(=O)c2ccc(Cl)cc2)CC1	7	20	1	.	-16	9	1	11
COc1ccc(N(CC(=O)Nc2ccc(S(=O)(=O)N3CCCC3)cc2)S(C)(=O)=O)cc1OC	.	.	-11	-3	.	.	5	-1
C[C@H](CO)N1C[C@H](C)[C@H](CN(C)Cc2ccc(Oc3ccccc3)cc2)OCc2cnnn2CCCC1=O	-14	15	-5	0	-20	6	-2	.
C#CCNC(=O)C1=C[C@@H](c2ccccc2)C[C@@H](OCc2ccc(CO)cc2)O1	-7	-24&-4	6&-1	3&4	2	0	4&-4	-22&-27
N#Cc1ccccc1OCC(=O)Nc1ccccc1C(=O)NC1CC1	5	.	2	4	24	-16	-9	8
C/C=C/c1cnc2c(c1)C(=O)N([C@@H](C)CO)C[C@H](C)[C@@H](CN(C)S(=O)(=O)c1ccc(F)cc1)O2	17	-3	-5	-1	-22	-5	-4	.
CCCS(=O)(=O)NCCc1cc2ccc(C)cc2[nH]c1=O	-2	7	-6	-7	.	.	0	.
CC(C)CN(C(=O)C1CC1)C1CCS(=O)(=O)C1 (stereo unspecified)	9	6	0	-2	7	5	-6	23
COc1ccccc1NC(=O)N1CCCC(CNC(=O)c2ccccc2Cl)C1 (stereo unspecified)	13	-13	1	1	4	8	2	3
COc1ccc(CN2[C@@H](CO)[C@@H]3c4ccccc4N(C(=O)Nc4ccc(F)cc4)C[C@@H]32)cc1	-10	10	-6	-3	-17	7	0	-4
O=C(CSc1cn(CCNC(=O)c2ccc3ccccc3c2)c2ccccc12)NCc1ccco1	-7	.	-1	-7	.	16	-2	25
Cc1onc(-c2ccccc2)c1C(=O)NN1CCOCC1	6	6	-1	0	5	-8	1	-5
O=C(O)c1cc(S(=O)(=O)NCC2COc3ccccc3O2)ccc1Cl (stereo unspecified)	4	.	-1	6	-5	-5	0	-2
O=C(Nc1cccn2nc(COCCO)nc12)C(c1ccccc1)c1ccccc1	6	0	-1	-1	-8	10	.	.
Cc1ccc(CSCCNC(=O)/C=C/c2ccc(Cl)cc2)cc1	15	7	-2	1	21	9	-2	1
O=C(NCc1ccccc1)c1cccc2c1C(=O)c1ccc(/C=C/c3ccccc3)cc1S2(=O)=O	7	5	-1	-3	13	11	-1	17
CC(C)N(C(=O)[C@H]1CC(CC(=O)NCC23CC4CC(CC(C4)C2)C3)C(=O)N2CCc3c([nH]c4ccccc34)[C@]12C)C(C)C (stereo partly specified)	-2	1	-10	-2	-5	8	1	-6
Cc1noc(C)c1-c1ccc(C(=O)NCC2CC2)c2occc12	8	-6	2	-1	-11	-8	.	.
CC[n+]1ccccc1/C=C/c1ccc(N(C)C)cc1	.	6	1	-1	-76	31	2	49
Cc1ccc(S(=O)(=O)N2C[C@H]3[C@H]4C(=O)N(C5CCCCC5)C(=O)[C@H]4CC(=O)[C@H]3[C@@H]2c2ccccc2F)cc1	2	9	1	-2	-7	3	.	20
O=C(CSc1nnc(-c2ccccc2Br)o1)N1CCOCC1	31	.	0	-1	3	-29	21	-117
c1ccc(CSc2ncnc3c2cnn3-c2ccccc2)cc1	.	3	.	1	-1	-15	-6	-4
COc1ccc(OC)c(CC(NC(C)=O)C(=O)NC2CCN(C(=O)c3cccc(C)c3)CC2)c1 (stereo unspecified)	-70	16	2	0	50	8	-10	-19
CNc1nc(Nc2ccc(Br)cc2)nc(N)c1[N+](=O)[O-]	.	.	.	.	50*	-20	26	-20
CCOC(=O)C1(CC2CCCCO2)CCN(C(=O)Nc2cccc(SC)c2)CC1 (stereo unspecified)	4	-10	.	.	-17	6	-2	-27

Further results.
Molecule	C2C12 statin	PGC1a acetyl inh	Cneo AK release	PglD DTNB	GSIS activator	LGR2 inh	ARNT-TACC3 inh	PAX8 inh HTS
O=C(NNC(=O)c1ccc(F)c(S(=O)(=O)N2CCOCC2)c1)c1ccc([N+](=O)[O-])cc1	-2	-12	0	3	-9	-7	17	4
CNC[C@@H]1Oc2ccc(NC(=O)Nc3ccc(F)cc3)cc2C(=O)N([C@@H](C)CO)C[C@@H]1C	5	-2	-6	4	3	-3	6	-15
Cc1ccc(NC(=O)C(C)N2C(=O)c3ccccc3C2=O)cc1C (stereo unspecified)	3	.	-1	-2	9	6	1	-14
CC(=O)c1ccc(S(=O)(=O)N2CCCCC2C(=O)O)cc1 (stereo unspecified)	-5	.	0	5	-11	-2	-2	2
CN(C)C(=O)C[C@@H]1C[C@H]2c3cc(NC(=O)c4ccc5c(c4)OCO5)ccc3O[C@H]2[C@@H](CO)O1	0	-14	15	2	4	1	-5	.
O=C(/C=C/c1ccco1)N(Cc1ccccc1)C1CCS(=O)(=O)C1 (stereo unspecified)	14	16	1	6	-4	3	-3	-18
